H37Rv inhibition = M. tuberculosis growth inhibition, HTS (AID 449762); M. tuberculosis H37Rv growth inhibition, 7H9 media; higher % means a stronger effect; inhibition, % at 25 µM; hits with a dose series show IC50 in µM; 0.59% of 330,000 active; in the data active means a potency from the dose series; inconclusive means inhibition above about 70% without an active follow-up result;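 further: bacterial growth assessed after seven days of incubation; strong numbers were not always called active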
PhoP GFP inhibition = PhoP regulon inhibitors, Salmonella typhi PhoP promoter GFP reporter, confirmatory (AID 1850); Salmonella Typhi PhoP-promoter GFP reporter, fluorescence, 4 h; higher % means a stronger effect; inhibition, % at 50 µM; hits with a dose series show IC50 in µM; 0.33% of 310,000 active; in the data active means a potency from the dose series; inconclusive means inhibition mostly from about 25% at the one dose, without a potency; inactive means the rest, 99 in 100 with inhibition below about 19%;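 further: 0% = induced wells with vehicle and 100% = uninduced wells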
inhibitors of VEEV = inhibitors of VEEV TC-83 cytopathic effect, confirmation, Vero cells (AID 588727); Vero cells, VEEV TC-83 cytopathic effect inhibition; higher % means a stronger effect; inhibition, % at 20 µM; hits with a dose series show IC50 in µM; 0.13% of 350,000 active; in the data active means a potency from the dose series; inconclusive means inhibition mostly from about 14% at the one dose, without a potency; inactive means the rest, 99 in 100 with inhibition below about 12%; further: strong numbers were not always called active
tuberculosis growth = growth inhibition of non-replicating M. tuberculosis (AID 488890); 0.39% of 320,000 active; inhibition, % at 25 µM; hits with a dose series show IC50 in µM; Mycobacterium tuberculosis non-replicating, growth inhibition; higher % means a stronger effect; in the data active means a potency from the dose series; inconclusive means inhibition mostly from about 82% at the one dose, without a potency; inactive means the rest, 99 in 100 with inhibition below about 76%;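 further: plate controls were DMSO cells for no effect and high antibiotic wells for full effect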
H1N1 NS1A inhibition = H1N1 influenza NS1A inhibitors, functional cell based assay (AID 504329); NS1A functional cell-based assay, percent inhibition; higher % means a stronger effect; inhibition, % at 12.5 µM; hits with a dose series show IC50 in µM; 0.3% of 340,000 active; in the data active means a potency from the dose series; inconclusive means inhibition above about 27% without an active follow-up result; further: strong numbers were not always called active
inhibitors of VEEV 10K pilot screen = also measured in inhibitors of VEEV; calls as there; inhibition, %; measured here: 10K pilot screen inhibition
An asterisk follows results filed as active; i = inactive; ? = inconclusive; nt = not tested or not shown; & = joins results of further samples.

Sample of the layout:
SMILES	H37Rv inhibition	PhoP GFP inhibition	inhibitors of VEEV	tuberculosis growth	H1N1 NS1A inhibition	others
Cc1ccc(S(=O)(=O)NC[C@H]2O[C@@H](n3cnc4c(N)ncnc43)[C@H](O)[C@@H]2O)s1	5.2%	nt	i	-10.9%	3.7%
O=C(COC(=O)c1ccc(Cl)c(S(=O)(=O)NCc2ccccc2)c1)NCC1CCCO1 (stereo unspecified)	-2.6%	-3.8%	1.6%	17.7%	6.7%
Cc1ccc(C(=O)N/N=C\c2ccc[nH]2)cc1[N+](=O)[O-]	1.4%	-9.7%	3.1%	-10.6%	10.9%
CCCCOc1ccc(Br)cc1CSC(=N)N	nt	35µM*	7.4%	nt	7.4%

Main list, repeating the preview:
SMILES	H37Rv inhibition	PhoP GFP inhibition	inhibitors of VEEV	tuberculosis growth	H1N1 NS1A inhibition	others
Cc1ccc(S(=O)(=O)NC[C@H]2O[C@@H](n3cnc4c(N)ncnc43)[C@H](O)[C@@H]2O)s1	5.2%	nt	i	-10.9%	3.7%
O=C(COC(=O)c1ccc(Cl)c(S(=O)(=O)NCc2ccccc2)c1)NCC1CCCO1 (stereo unspecified)	-2.6%	-3.8%	1.6%	17.7%	6.7%
Cc1ccc(C(=O)N/N=C\c2ccc[nH]2)cc1[N+](=O)[O-]	1.4%	-9.7%	3.1%	-10.6%	10.9%
CCCCOc1ccc(Br)cc1CSC(=N)N	nt	35µM*	7.4%	nt	7.4%
COc1ccc(-n2c(-c3ccccc3)nnc2-c2ccc(Cl)cc2)cc1	-0.8%	-0.3%	i	-6.2%	-1.3%
O=C(CSc1nnc2c(Cl)cc(Cl)cn12)N1CCN(S(=O)(=O)c2ccccc2)CC1	-3.0%	-3.7%&11.4%	2.8%	5.1%	12.3%
COc1ccc(-n2c(SCC(=O)Nc3ccccc3OC)nc(O)cc2=O)cc1	5.5%	-0.7%	i	3.9%	0.6%
Cn1c(-c2ccc(Cl)cc2)cnc1N	-0.1%	28.6%	i	52.6%	15.9%
COc1ccc(CCN2CC(C(=O)Nc3ccccc3F)CC2=O)cc1OC (stereo unspecified)	-2.2%	8.4%	5.7%	-3.6%	-13.5%
COc1ccccc1[C@@H]1C(c2ccccc2)=NN(c2ccc(Br)cc2)[C@H]1C(=O)N1CCOC1=O	nt	nt	2.7%	nt	-25.4%
C=CCN(C(=O)CNC(=O)c1cccs1)C(C(=O)NC1CCCCC1)c1cccnc1 (stereo unspecified)	-0.6%	-2.7%	i	5.9%	-0.2%
CCSc1nnc(NC(=O)COc2ccc3ccccc3c2)s1	2.9%	4.9%	0.2%	48.8%	7.5%
CSCCC(NS(=O)(=O)c1ccc2ccccc2c1)C(=O)OCC(=O)c1ccc(C(C)C)cc1 (stereo unspecified)	-5.7%	-14.6%	1.2%	48.2%	12.6%
CCCCc1cc(=O)oc2c3c(cc(OCC(=O)NCCCO)c12)OC(C)(C)CC3	1.1%	-2.2%	5.0%	-8.5%	-4.2%
Nc1ncnc(Nc2ccccc2Oc2ccccc2)n1	nt	nt	4.2%	nt	-20.3%
COc1ccc(S(=O)(=O)N2CCOCC2)cc1NC(=O)CN1CCC(Cc2ccccc2)CC1	2.4%	-5.8%	2.3%	30.3%	2.3%
O=C(CNC(=O)c1ccncc1)N/N=C/c1ccccc1[N+](=O)[O-]	-7.6%	-7.0%	1.0%	-27.5%	-4.6%
CCCCCCC(=O)O	-12.7%	nt	i	-9.5%	0.2%
CC(C)(C)c1cc(NC(=O)Nc2ccc(Cl)cc2Cl)no1	19.4%	6.0%	2.4%	7.7%	1.3%
COc1ccc(-n2c(=S)[nH]c3cc(C(=O)NCc4ccc(F)cc4)ccc3c2=O)c(OC)c1	-2.2%	-8.5%	i	-1.9%	4.4%
O=C(N/N=C/c1ccc(-c2ccc([N+](=O)[O-])cc2)o1)[C@H]1C[C@@H]1c1ccccc1	?	-3.6%	1.7%	50.3%	3.5%
CCN(C(=O)COC(=O)c1ccc(S(=O)(=O)N2CCCc3ccccc32)cc1)C1CCS(=O)(=O)C1 (stereo unspecified)	2.8%	10.2%	i	-7.2%	3.7%
Cc1ccccc1CCN(C(=O)Cn1nnc2ccccc21)C(C(=O)NC(C)(C)C)c1ccsc1 (stereo unspecified)	1.9%	0.0%	0.1%	-7.5%	-1.1%
COc1cccc(OC)c1C(=O)N[C@@H]1C(=O)N2[C@@H]1SC(C)(C)[C@@H]2C(=O)O	nt	nt	0.8%	nt	-3.1%
O=[N+]([O-])c1ccc(N=Nc2ncc[nH]2)cc1	?	20.0%	?	?	-9.7%
Cc1onc(-c2c(F)cccc2Cl)c1C(=O)N1C=CC(C(F)(F)Cl)=NCC1	-17.9%	-5.6%	4.1%	9.4%	-73.2%
CN(C)S(=O)(=O)c1cccc(NC(=O)c2ccncc2)c1	-5.4%	-3.0%	0.8%	0.5%	6.0%
CN(C)CCCNC(=O)C1CCNCC1	4.8%	-3.8%	1.1%	2.6%	-2.8%
CCNC(=O)C1CCCN1S(=O)(=O)c1ccc2ccccc2c1 (stereo unspecified)	-18.4%	-11.9%	i	3.4%	-5.0%
COc1cccc(NC(=O)C(NCCc2ccc(S(N)(=O)=O)cc2)c2ccccc2)c1 (stereo unspecified)	-4.9%	-13.3%	i	4.7%	-1.8%
CCNC(=O)CC1C(=O)N(c2ccc(F)cc2)C(=O)N1CCC(C)C (stereo unspecified)	2.8%	1.4%	5.5%	16.3%	2.6%
O=C(CCc1nc2ccccc2c(=O)[nH]1)N1CCN(c2ccccc2Cl)CC1	48.8%	nt	0.5%	71.9%	-7.5%
COC(=O)c1cc(S(=O)(=O)NCc2cccs2)c[nH]1	-3.4%	-3.8%	7.0%	-8.7%	6.4%
Cc1ccc(S(=O)(=O)NC2=NCN(C3CCCCC3)CN2)cc1	-3.0%	0.1%	3.8%	-3.5%	-0.3%	inhibitors of VEEV 10K pilot screen=2.5
Cc1cc(N2C(=O)C(=O)/C(=C(/O)c3ccc(F)cc3)C2c2ccc(F)cc2)no1 (stereo unspecified)	-3.4%	-5.8%	1.1%	43.4%	5.4%	inhibitors of VEEV 10K pilot screen=0.0
CCOc1ccc(C2OC(=O)Cc3cc(OC)c(OC)cc32)cc1 (stereo unspecified)	-2.1%	-14.3%	0.9%	-0.7%	-8.2%
COc1ccc(Cl)cc1NC(=O)CCN1C(=O)C2C3C=CC(C4CC34)C2C1=O (stereo unspecified)	-4.0%	-5.9%	4.8%	-2.9%	-1.3%
CCOC(=O)CC(=O)Nc1ccc(Br)cc1C(=O)O	0.2%	-1.2%	1.8%	4.7%	-6.6%
CN(NS(=O)(=O)c1ccc(Br)cc1)c1nc(C(F)(F)F)nc2ccccc12	-1.4%	-1.6%	i	26.5%	4.7%
CCOc1ccc(-c2nonc2NC(=O)c2ccco2)cc1	-2.1%	-8.7%	i	13.8%	0.3%
CCn1c2ccccc2c2cc([N+](=O)[O-])ccc21	15.3%	7.5%	8.8%	27.7%	7.9%
O=C(CC1(O)C(=O)N(Cc2ccc3c(c2)OCO3)c2ccccc21)c1ccccc1 (stereo unspecified)	-5.3%	-2.7%	3.4%	13.9%	5.4%
Cc1cccc(-c2n[nH]c(=S)n2/N=C/C=C/c2ccco2)c1	18.7%	-1.5%	4.0%	-1.9%	-8.8%
CCN1C(=O)/C(=C\c2ccncc2)SC1=S	9.7%	-3.1%	1.1%	0.2%	8.3%
CCOCc1c(C(=O)OCC(=O)Nc2ccc(C)c(S(=O)(=O)N(C)C)c2)oc2ccccc12	-7.2%	6.6%	i	27.6%	1.9%
CCOCCCNS(=O)(=O)c1ccc2c(c1)OCCO2	-4.1%	14.2%	i	-3.5%	-2.6%
CC(C)(C)C(=O)Nc1c2c(nc3c1CCC3)CCCC2	4.1%	10.0%	0.3%	0.7%	-5.9%
c1ccc2c(CN3CCOCC3)c[nH]c2c1	2.1%	-6.3%	0.4%	-0.1%	-1.8%
COc1ccccc1Cc1noc(-c2cc(Cl)ccc2OC)n1	5.0%	0.2%	4.5%	11.7%	-8.0%
CCOC(=O)c1c(-c2cccs2)csc1NC(=O)CC(C)C	3.9%	6.9%	i	8.0%	-0.7%	inhibitors of VEEV 10K pilot screen=1.0
CCC(=O)c1cn(CC(=O)O)c2ccccc12	0.5%	-2.4%	0.3%	4.4%	2.0%
O=c1onc(-c2ccccc2)n1-c1cc(Cl)cc(Cl)c1	4.2%	10.0%	i	10.7%	nt
Cc1cccn2cc(CCNC(=O)c3cccs3)nc12	-9.9%	8.8%	0.4%	-1.8%	1.5%
Cc1cc(NC(=O)CSC2=NS(=O)(=O)c3cc(Cl)ccc3N2)no1	11.8%	-0.4%	6.3%	0.1%	-13.5%
OCCCc1nc2ccccc2n1Cc1ccccc1	-0.1%	0.2%	0.3%	-6.9%	-4.9%
CCCCCc1nc2sc3c(c2c(=O)n1N)CCC3	-4.2%	-0.1%	0.3%	29.5%	-19.2%
CC1(c2ccc(OC(F)F)cc2)NC(=O)N(CC(=O)Nc2ccc3c(c2)OCO3)C1=O (stereo unspecified)	2.0%	2.9%	i	3.8%	8.8%
COc1ccc(C=C(C#N)c2ccc(OC)cc2)cc1	nt	nt	1.6%	nt	-6.0%
Cc1cc(OCC(=O)NC(C)C)cc(C)c1Br	3.6%	-4.2%	1.7%	9.6%	-6.0%
O=C(NCC1(N2CCCCC2)CCCCC1)C1CC(=O)N(c2ccc3c(c2)OCCO3)C1 (stereo unspecified)	-0.8%	-7.0%	1.4%	9.2%	0.5%

Later entries:
SMILES	H37Rv inhibition	PhoP GFP inhibition	inhibitors of VEEV	tuberculosis growth	H1N1 NS1A inhibition	others
COc1ccccc1-n1ccnc(SCC(=O)NCCc2ccccc2)c1=O	0.3%	5.4%	9.2%	14.6%	-2.2%
CN(Cc1ccccc1)C(=O)c1[nH]cnc1C(=O)Nc1nccs1	-5.1%	nt	3.4%	0.3%	-1.8%
CC(=O)c1cccc(OCc2cc(C(=O)NCc3nc(C)c(C)s3)no2)c1	-3.5%	-9.8%	3.4%	-3.0%	-8.2%
CC(C)NC(=O)c1cc(-c2cccs2)nc2ccccc12	-5.8%	-7.8%	0.6%	18.7%	-18.3%
CC1CCN(C(=O)CSc2nnc(-c3cccnc3)o2)CC1	-1.1%	-3.2%	1.6%	?	3.8%
Cc1ccc(Cl)cc1NC(=O)COC(=O)C12CC3CC(CC(C3)C1)C2	-5.5%&-12.0%	-4.9%&6.1%	1.7%&1.4%	35.3%&22.3%	-2.1%&2.8%
Cn1nnnc1SCC(=O)NNC(=O)c1ccc(F)cc1	-1.7%	3.7%	0.2%	-0.5%	-2.2%
O=C(c1cc(C2CC2)nn1-c1ccccc1)N1CCN(Cc2ccccc2F)CC1	nt	nt	11.4%	nt	-2.4%
CSC1=NCCN1C(=O)c1ccc2c(c1)OCO2	7.8%	-3.1%	1.4%	9.2%	10.4%
CCn1c(O)c(C=C2N=c3ccccc3=N2)sc1=S	0.1%	-1.1%	i	-4.3%	2.5%
COc1ccc(-c2nnc(NC(=O)c3ccc(S(=O)(=O)N(C)CC4CCCO4)cc3)o2)c(OC)c1 (stereo unspecified)	42.3%	4.0%	11.2%	-1.1%	-17.0%
Cc1cc(C)cc(NC(=O)CN2C(=O)c3ccccc3C2=O)c1	5.7%	12.0%	0.9%	0.3%	-0.6%
COc1cc(/C(C)=N/NC(=O)c2cccc(S(=O)(=O)N3CCCC3)c2)cc(OC)c1OC	-6.1%	-0.7%	0.3%	18.3%	20.1%
Cc1onc(-c2ccccc2Cl)c1C(=O)Nc1nc2ccc(S(C)(=O)=O)cc2s1	9.4%	18.7%	1.0%	9.2%	-8.1%
O=C(C1=C[C@@H](c2ccc(Br)cc2)C[C@@H](OCc2ccc(CO)cc2)O1)N1CCOCC1	2.2%	-8.5%	0.7%	24.4%	3.6%	inhibitors of VEEV 10K pilot screen=0.0
Cc1nnc(SCC(=O)Nc2sccc2C(N)=O)s1	3.6%	nt	1.6%	-2.4%	0.6%
CC(C)OC(=O)Cn1nnc2c(cnn2-c2ccccc2)c1=O	-7.3%	-6.7%	7.6%	33.8%	4.8%
COc1ccc(/C=N/NC(=O)CC#N)cc1Oc1nc(Cl)ncc1F	7.1%	-6.0%	0.9%	-5.7%	-5.8%
CCC(SC1=NCCS1)C(=O)Nc1nnc(-c2ccccc2OC)s1 (stereo unspecified)	4.4%	-4.6%	10.6%	19.1%	1.4%
CCOC(=O)c1c(N2CCCCC2)c2ccccc2[nH]c1=O	0.2%	5.0%	2.2%	0.7%	-0.8%

Screens as filed in PubChem BioAssay.

No enrichment for hits; any-hit rate near 1.6%.
